Source: PubChem BioAssay
rCAG binder = binders of r(CAG) RNA repeats, primary screen, biochemical, fluorescence | inhibition, % at 3 µM | r(CAG) RNA repeat, TO-PRO-1 dye displacement fluorescence | 1.3% of 370,000 active;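 active means inhibition above the plate cutoff, the mean of all test compounds on that plate plus 3 SD, cut at about 35% in these data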;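 further: 0% = DMSO alone and 100% = 100 µM mitoxantrone as full dye displacement; higher means more dye released from RNA so lower well fluorescence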
Rev-erbA mod = modulators of Rev-erb alpha DNA binding, primary screen, biochemical, FITC-DNA, fluorescence polarization, uHTS; Nuclear receptor subfamily 1 group D member 1 (Homo sapiens), P20393; Rev-erbα–FITC-DNA binding, 90 min; activity, % at 10 µM; 0.79% of 370,000 active; AID 1259318, 2017;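 active means activity above about 14%, limit read from the data; passing the limit was not always enough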;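 further: 0% = DMSO wells with 35 nM protein and 100% = DMSO wells with 750 nM protein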
PG9 binder = binders of HIV-1 gp120 antibody PG9, primary screen, biochemical, TR-FRET; HIV-1 gp120 / PG9 antibody interaction; TR-FRET gp120-PG9 antibody binding; inhibition, % at 6.7 µM; 0.43% of 360,000 active; in the data active means inhibition above about 8.5%
HTRA1 inhibitor = HTRA1 serine protease inhibitors, primary screen, biochemical, fluorescence polarization, HTS; recombinant HTRA1, FP-rhodamine activity-based probe; 0.5% of 340,000 active; Q92743; inhibition, % at 5.96 µM; AID 504803, 2011; in the data active means inhibition above about 36%;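 further: 0% = enzyme with DMSO and 100% = wells lacking enzyme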
TDP2 inh = human TDP2 enzyme inhibitors, primary screen, biochemical, epi absorbance, recombinant enzyme; Tyrosyl-DNA phosphodiesterase 2 (Homo sapiens), O95551; T5PNP hydrolysis, p-nitrophenol absorbance 415 nm; inhibition, % at 12.8 µM; 0.34% of 370,000 active;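 active means inhibition above the mean of all tested compounds plus 3 SD, set per campaign, cut at about 25% in these data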;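 further: 0% = DMSO with enzyme and 100% = buffer with substrate but no TDP2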
Target sequence (O95551 whole entry, looked up): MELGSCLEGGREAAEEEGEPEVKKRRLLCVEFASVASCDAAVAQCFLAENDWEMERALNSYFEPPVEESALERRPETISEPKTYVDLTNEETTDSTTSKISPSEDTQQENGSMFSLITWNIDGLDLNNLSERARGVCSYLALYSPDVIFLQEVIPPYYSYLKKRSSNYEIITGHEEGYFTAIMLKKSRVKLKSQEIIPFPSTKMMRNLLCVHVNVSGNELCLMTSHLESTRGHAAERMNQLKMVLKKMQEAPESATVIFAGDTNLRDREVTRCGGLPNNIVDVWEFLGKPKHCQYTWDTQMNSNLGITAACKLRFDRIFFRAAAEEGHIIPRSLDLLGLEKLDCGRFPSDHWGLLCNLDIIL
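Test system: human TDP2 enzyme; Input: 120 nM TDP2 per well; Buffer or medium: Mg2+-containing Tris-HCl buffer, pH 7.5; Reagent: 5 mM T5PNP; Dosing: 12.8 µM single point, 1% DMSO; Incubation: reaction 2 h, 37 °C; Detection: p-Nitrophenol epi absorbance; Read-out: % inhibition relative to enzyme-containing and enzyme-free wells; Replicates: single well per compound.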
SIAE primary = human SIAE inhibitors, primary screen, biochemical, fluorescence polarization, FP-Rh probe, 1536-well HTS; Sialate O-acetylesterase (Homo sapiens), Q9HAT2; SIAE FP-Rh probe binding; inhibition, % at 9.66 µM; 0.69% of 370,000 active;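 active means inhibition above a cutoff: mean of compounds within the control limits plus 3 SD of those, cut at about 17% in these data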;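 further: 0% = plate median of compound wells and 100% = probe without SIAE protein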
PRMT1 inh = PRMT1 methyltransferase inhibitors, primary screen, biochemical, fluorescence polarization | Protein arginine N-methyltransferase 1 (Homo sapiens), Q99873 | recombinant PRMT1, activity-based probe fluorescence polarization | inhibition, % at 2.79 µM | 1.3% of 370,000 active;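 active means inhibition above about 21% made by adding two undisclosed values, limit read from the data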
Target sequence (Q99873 whole entry, looked up): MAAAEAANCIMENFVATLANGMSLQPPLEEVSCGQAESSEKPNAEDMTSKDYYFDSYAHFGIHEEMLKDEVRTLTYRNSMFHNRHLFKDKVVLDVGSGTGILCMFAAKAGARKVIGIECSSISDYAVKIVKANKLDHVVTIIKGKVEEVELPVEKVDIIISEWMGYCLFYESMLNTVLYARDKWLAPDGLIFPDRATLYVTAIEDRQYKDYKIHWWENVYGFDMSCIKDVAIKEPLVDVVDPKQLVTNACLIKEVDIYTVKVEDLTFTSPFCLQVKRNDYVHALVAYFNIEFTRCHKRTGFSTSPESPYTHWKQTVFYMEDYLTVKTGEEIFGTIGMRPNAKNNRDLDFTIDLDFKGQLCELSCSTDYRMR
TCR-CD3 inh = inhibitors of human TCR-CD3 interaction, primary screen, biochemical, fluorescence, TAMRA-labeled TCR probe; 0.37% of 360,000 active; T-cell receptor (TCR); inhibition, % at 9.4 µM; AID 651800, 2012; in the data active means inhibition above about 19%;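 further: recombinant mutant TCR 2C K166C tagged with TAMRA read by polarization; 0% = receptor in buffer alone and 100% = receptor with positive control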
mABHD4 FP = ABHD4 inhibitors, primary screen, biochemical, fluorescence polarization, mouse | (Lyso)-N-acylphosphatidylethanolamine lipase (Mus musculus), Q8VD66 | purified mABHD4, FP-Rh probe fluorescence polarization | inhibition, % at 8.92 µM | 0.54% of 370,000 active;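 active means inhibition exceeding the mean over every tested compound plus 3 SD, cut at about 30% in these data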;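 further: 0% = plate median of compound wells and 100% = S159A mutant with DMSO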
Target sequence (Q8VD66 whole entry, looked up): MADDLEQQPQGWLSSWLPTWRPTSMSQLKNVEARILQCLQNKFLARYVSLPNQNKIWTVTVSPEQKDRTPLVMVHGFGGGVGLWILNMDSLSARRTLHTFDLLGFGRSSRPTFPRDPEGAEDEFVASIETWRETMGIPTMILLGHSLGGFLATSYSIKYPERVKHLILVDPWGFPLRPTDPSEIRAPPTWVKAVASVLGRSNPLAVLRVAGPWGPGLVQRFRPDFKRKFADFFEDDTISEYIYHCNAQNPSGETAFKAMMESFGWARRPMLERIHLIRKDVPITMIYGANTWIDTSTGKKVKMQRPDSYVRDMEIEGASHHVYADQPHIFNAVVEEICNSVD
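Assay system: mABHD4 protein; medium: HEPES pH 7.0, NaCl, Pluronic buffer; dosing: 8.92 µM, single dose; schedule: 45 min + 60 min at 25 °C; signal: FP readout, ex 525 nm / em 598 nm; read-out: normalized percent inhibition of probe labeling; repeats: single replicate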
LEDGF integ inh = blockers of LEDGF/p75-dependent integrase strand transfer – biochemical, TR-FRET, high throughput, primary screen | HIV-1 integrase (with human LEDGF/p75) | TR-FRET IN-LEDGF/p75 DNA integration, Eu/Cy5 | inhibition, % at 3.7 µM | 0.64% of 370,000 active;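 active means inhibition above the screen-wide mean plus 3 SD, cut at about 13% in these data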;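 further: signal is the Cy5 over europium emission ratio at 671 and 618 nm; 0% = plate median of compound wells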
* hit, by the source's call; · = not tested or not shown.

Each structure is followed by: rCAG binder, Rev-erbA mod, PG9 binder, HTRA1 inhibitor, TDP2 inh, SIAE primary, PRMT1 inh, TCR-CD3 inh, mABHD4 FP, LEDGF integ inh
> CCc1ccc(C2c3[nH]c4ccccc4c3CCN2C(=O)c2ccc(=O)n(C)n2)cc1 (stereo not given)
    1, -1, 0.4, -19, -2, -5, 0, -5, -4, 1
> Cc1ccc([C@@H]2CC=C(C(=O)O)[C@H](c3ccc(F)cc3)N2S(=O)(=O)c2ccc(C)cc2)cc1
    54*, -4, -4.0, -19, -4, -6, 3, 5, 5, 0
> Cc1csc2nc(CNC(=O)c3ccco3)cn12
    3, -4, 0.1, -1, -4, 1, -1, 8, 2, -2
> CC(=O)Nc1ccc(S(=O)(=O)Nc2ccc(N3CCCCC3)cc2)cc1
    4, 3, -3.0, 52*, -1, 22*, 5, -8, 25, -2
> Cc1ccc(Cl)c(OCCN2CCCC(C)C2)c1 (stereo not given)
    -4, -4, 0.3, -1, 11, 0, 1, -6, 15, -2
> O=C(Nc1ccccc1)N1CCN(c2ccc(C(F)(F)F)cn2)CC1
    -5, 2, -0.6, -7, -13, -5, 2, -6, -19, 1
> COc1ccc(C(=O)NCc2ccc(Cl)c(Cl)c2)cc1OC
    -6, 5, 0.8, -3, -6, -1, 0, 4, -14, 0
> CC1=CC(C)(C)n2c(O)c(N=NC(N)=S)c3c(C)ccc1c32
    8, 1, -3.5, 6, -10, 8, -1, 3, 8, 3
> COC(=O)c1ccccc1-n1c(CCC(=O)O)ccc1-c1ccccc1
    2, 5, -1.9, 2, 2, 1, 20, 0, -10, 7
> Cc1ccc2nc(Nc3nc(C)cc(-c4ccccc4)n3)[nH]c(=O)c2c1
    12, -27, -0.1, -6, -8, 0, 4, -5, 4, 1
> Cc1cc(C[n+]2cc(Br)ccc2N)c2ncccc2c1
    3, 2, 0.8, 5, -7, -14, 2, -6, 0, -7
> Nc1nnc(-c2cc3ccccc3oc2=O)s1
    4, 1, -2.0, -1, 2, 0, 0, -1, 4, -1
> Cn1c(=O)[nH]c(=O)c2c1nc(N1CCNCC1)n2CCOc1ccccc1
    1, -2, -0.8, 3, 2, -3, -3, 0, 5, 0
> Cc1ccnc(NS(=O)(=O)c2ccc(NC(=O)C3CCCO3)cc2)n1 (stereo not given)
    -2, 1, -0.5, -2, 10, -8, 1, -3, 3, -2
> O=C(NCc1ccccc1)C1CNCC(C(=O)NCc2ccccc2)C1 (stereo not given)
    1, -2, -1.3, 1, 2, -6, 1, 2, 1, 1
> CCCc1cc(=O)[nH]c(SCC(=O)NCCC2=CCCCC2)n1
    2, -2, -0.4, -3, 5, 4, 2, 2, -1, -1
> COCCCNC(=O)CCc1c(C)nc2c(-c3ccc(F)cc3)c(C)nn2c1C
    -3, -2, 0.0, -2, 8, -2, 2, 0, 3, -2
> O=S(=O)(c1ccc(Br)cc1)n1c(Cc2ccccc2)nc2ccccc21
    0, 4, -1.4, 1, -1, 4, 1, 5, -3, 1
> O=C(CSc1nnc(-c2ccc(C(F)(F)F)cn2)s1)c1ccc(Cl)cc1
    2, -6, -0.8, 1, -1, -8, -1, -6, -3, 1
> CCOC(=O)c1nnc(-c2ccccc2)nc1NC
    -2, -5, -0.8, -3, -6, 1, -1, 1, -1, -2
> O=C(COC(=O)c1cncc(Br)c1)NCCC1=CCCCC1
    -3, -6, 2.1, -4, -1, -3, 0, 1, 9, 2
> CN(C1CCCCC1)S(=O)(=O)c1ccc(SCC(N)=O)nc1
    2, -8, -3.8, 2, 1, 8, 5, 0, -10, 4
> O=S(=O)(/N=C(/Nc1ccc(F)cc1F)c1ccccc1)c1ccccc1
    1, -2, 0.7, 2, 8, -2, 1, 5, 1, 0
> COc1ccccc1/C=N/NC(=O)c1nnn(-c2nonc2N)c1CSC1=NCCS1
    -5, 5, -2.3, -6, -4, 1, 0, -5, 0, -2
> COc1cc2c(cc1OC)C1=C(C#N)CCC(=NC(=O)c3ccc(Cl)cc3)N1CC2
    -1, 1, 0.9, 6, 6, 3, -2, -7, -7, -1
> CCn1c(Oc2ccc(F)cc2)nc2c1c(=O)n(C)c(=O)n2C
    11, 3, 1.2, 1, -17, -6, -2, -5, -10, 4
> O=S(=O)(NCc1ccc(F)cc1)c1ccc(-n2cnnn2)cc1
    2, 6, 0.0, 2, 15, 1, 1, 5, 6, 3
> CC1CC(C)(C)NC(=S)N1CCCC(=O)Nc1ccccc1F (stereo not given)
    -1, -11, 1.1, 12, -5, 0, -3, 3, 4, 0
> COc1ccc(-c2cnc(OC(C)(C)C)nc2OC(C)(C)C)cc1OC
    -8, -2, 1.0, 4, 14, 5, -3, -6, -5, 1
> O=C(CSc1nnnn1C1CCCC1)Nc1ccccc1N1CCOCC1
    -6, 6, 2.0, -8, -5, 0, 0, 6, -1, -1
> COc1ccc(N2C[C@H](C)[C@@H](CC(=O)Nc3ccc(Br)cc3)C2=O)cc1
    0, -4, 0.1, -6, 4, 1, 0, -8, -4, -7
> CSc1nnc(C)c(=O)[nH]1
    1, 0, -0.4, 4, 11, 6, -3, 4, 4, 0
> COc1ccc(CNC(=O)C2(CC3CC(c4ccccc4)=NO3)CCN(C(=O)CCCCCBr)CC2)cc1 (stereo not given)
    -6, -1, 0.2, -4, -5, 1, 0, 4, -8, 0
> COc1cccc(NC(=O)Nc2ccc3c(c2)OCO3)c1
    5, -1, -2.9, 9, -8, 2, -1, -1, -2, 0
> CCOc1ccc(CCNC(=O)C2=C(C)C(=O)OC23CCC(C)CC3)cc1OCC (stereo not given)
    -8, 1, -1.6, -7, 3, 1, -2, 11, 0, 0
> Cc1nn(CC(=O)OC(C)C(=O)Nc2ccccc2[N+](=O)[O-])c(C)c1[N+](=O)[O-] (stereo not given)
    0, 0, -0.1, -1, 1, -2, 3, -7, 6, -2
> CCn1ncc(Cl)c1C(=O)Nc1ccc2c(c1)CCC2
    -1, -3, 1.9, -5, -29, -8, -1, -2, -3, -3
> CCOC(=O)C1CCCN(c2c(NCCc3ccccc3)c(=O)c2=O)C1 (stereo not given)
    -2, -2, -2.8, 4, -11, 2, -4, -3, -1, 2
> COc1ccc(CC(NC(C)=O)C(=O)NC2CCN(C(=O)Nc3ccc(Cl)cc3)CC2)cc1OC (stereo not given)
    -5, -4, -1.4, -3, 3, 10, -3, 8, 1, -2
> O=C(COc1ccc(Br)cc1Cl)Nn1cnnc1
    0, -3, 1.5, 8, 10, 1, -3, -8, 2, -5
> O=c1c2sccc2nc(SCc2cc(=O)n3cc(Cl)ccc3n2)n1Cc1ccccn1
    -1, 3, -1.2, 8, -1, 8, 7, 8, 0, 1
> CC1CN(S(=O)(=O)c2cc(C(=O)NCc3ccncc3)ccc2Cl)CC(C)O1 (stereo not given)
    -1, -8, -2.3, 4, -9, -7, -1, -4, 6, -1
> O=C(CN1C(=O)c2cccc3cccc(c23)C1=O)N1CCN(Cc2ccc3c(c2)OCO3)CC1
    -3, 1, 0.2, -3, 5, 2, 1, 4, 1, -4
> Cc1ccc(C(=O)N2CCN(c3cc(=O)[nH]nc3-c3ccccc3)CC2)cc1
    -7, -3, 1.1, -2, 4, 2, -4, 2, 3, -1
> O=C(COCc1cc(-c2ccc3c(c2)OCO3)on1)N1CCN(c2ccc(F)cc2)CC1
    -1, 1, -0.4, 3, 17, 5, 2, 1, 9, -2
> CC(NC(=S)N1CCOCC1)c1ccccc1 (stereo not given)
    2, -3, -2.1, -3, 0, 13, 1, -7, 3, 1
> COC(=O)C(O)(CC(=O)Nc1cc(OC)c(OC)c(OC)c1)C(F)(F)F (stereo not given)
    -2, -4, 0.1, 1, 1, 4, 2, -6, 7, -2
> S=C(NCCN1CCOCC1)Nc1ccc(Cl)c(Cl)c1
    -2, 2, -4.3, 1, -4, 9, -3, 4, -1, 5
> O=C1NC[C@@H](CCCCN2CCN(CCc3ccc(O)cc3)C(=O)C2=O)N(CCC2CCCCC2)C1=O
    1, -5, 3.0, ·, 5, -3, 2, -1, 1, -4
> CCOc1cccc(C(=O)Nc2cccc(-c3nc4ncccc4o3)c2C)c1
    3, -2, 1.6, -10, 3, 2, 1, 5, -1, 1

Compounds shown so far that contain two or more sulfur atoms:
Each structure is followed by: rCAG binder, Rev-erbA mod, PG9 binder, HTRA1 inhibitor, TDP2 inh, SIAE primary, PRMT1 inh, TCR-CD3 inh, mABHD4 FP, LEDGF integ inh
> O=C(CSc1nnc(-c2ccc(C(F)(F)F)cn2)s1)c1ccc(Cl)cc1
    2, -6, -0.8, 1, -1, -8, -1, -6, -3, 1
> CN(C1CCCCC1)S(=O)(=O)c1ccc(SCC(N)=O)nc1
    2, -8, -3.8, 2, 1, 8, 5, 0, -10, 4
> COc1ccccc1/C=N/NC(=O)c1nnn(-c2nonc2N)c1CSC1=NCCS1
    -5, 5, -2.3, -6, -4, 1, 0, -5, 0, -2
> O=c1c2sccc2nc(SCc2cc(=O)n3cc(Cl)ccc3n2)n1Cc1ccccn1
    -1, 3, -1.2, 8, -1, 8, 7, 8, 0, 1

(cont.)
Each structure is followed by: rCAG binder, Rev-erbA mod, PG9 binder, HTRA1 inhibitor, TDP2 inh, SIAE primary, PRMT1 inh, TCR-CD3 inh, mABHD4 FP, LEDGF integ inh
> Cc1ccnc(NC(=O)C(Cc2ccccc2)NC(=O)c2ccccc2)c1 (stereo not given)
    -1, 2, -0.5, -10, 2, 4, 1, -5, -4, -2
> CCC(C)(C)NC(=O)CN(C(=O)c1snc(C(N)=O)c1N)c1ccc2c(c1)OCCO2
    0, 3, 0.7, -9, 1, -2, 3, 7, 0, 2
> COC(=O)c1ccc(CN2CC3CC(c4ccccc4)N4CCCC34C2=O)cc1 (stereo not given)
    8, 2, ·, ·, 1, 1, 0, ·, 1, -1
> CCOc1cccc(NC(=O)C2CC(=O)NC(=Nc3ccccc3)S2)c1 (stereo not given)
    1, 2, 2.5, -8, 5, -3, 2, -6, -1, 0
> COc1ccc(NC(=O)O/N=C2/CCCc3ccc(OC)cc32)cc1
    -2, -1, 4.9, -8, -2, 0, -1, 6, -3, 0
> COC(=O)C(=C/C(C)=C/c1cccnc1)C(=O)OC
    2, -1, -2.3, 7, -5, 1, 6, 1, 1, -1

This is a subset. The share of hits here may be higher or lower than overall.
